From PubChem BioAssay
Abeta rescue: compounds reversing amyloid beta toxicity in yeast; AID 1347071; Potency, µM (highest dose often 46.1 µM), inactives show at the highest dose growth rescue, hits mostly activators; yeast expressing A-beta42, growth rescue, OD600, 48 h; response scale: 0% DMSO, 100% iron-clioquinol control; 410,000 tested, 0.063% active; further: nearly all actives have a fitted effect of over 55% in size
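Growth rescue measured by 600 nm absorbance after 48 h yeast culture at 30 C with compound. Values normalized between DMSO and an equimolar ferric chloride plus clioquinol control.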
FUS yeast rescue: suppressors of FUS proteinopathy in yeast | S. cerevisiae FUS-expressing, growth rescue, OD600, 24 h | Potency, µM (highest dose often 76.6 µM), for inactives: at the highest dose growth rescue (activation), most hits filed as activators | 390,000 tested, 0.24% active | AID 1347120;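 further: plate controls were DMSO vehicle for no effect and reference control for full effect; nearly all actives have a fitted effect of over 55% in size; some results filed as inactive show a strong effect at the top dose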
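Restored growth of FUS-toxic S. cerevisiae, read as 600 nm absorbance after 24 h at 30C in galactose medium (starting OD 0.005). Controls CP55940 and DMSO.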
* marks the source's active call; other numbers are inactive results; ? = inconclusive; [ ] = another dose, or the depositor's remark. The call rests on the fitted dose curve; in most records, active means well fitted activation curve with a large enough effect; inconclusive means small, poorly fitted or top-dose-only effect; inactive means no such curve, though single readings can be large or run the other way. Potency means the concentration at half of the fitted maximal effect. Only part of the results is shown, so the mix of outcomes need not match the whole.

SMILES	Abeta rescue	FUS yeast rescue
O=C1CN(C(=O)Nc2ccccc2Cl)C(c2ccccc2)c2c(sc3c2CCCC3)N1 (centres undefined)	-15%	-17%
CCC(=O)Nc1cccc(C(=O)OCc2cc(=O)n3nc(CC)sc3n2)c1	-9%	8%
COc1ccc2c(CNCc3cccs3)c(C(=O)O)n(Cc3cccc(F)c3)c2c1	-6%	18%
CCc1ccc(C2CC(=O)NC(NC(=O)c3ccc(C(C)(C)C)cc3)=N2)cc1 (centres undefined)	16%	27%
Cc1ccc2onc(CC(=O)N3CCN(c4cccc(Cl)c4)CC3)c2c1	27%	?
CCC(=O)C1=C(c2cccc([N+](=O)[O-])c2)N(C(=O)CC)n2c(nnc2C2CCCCC2)S1	-7%	24%
Cc1cc(C)cc(NC(=O)N2CCN3CCCCC3C2)c1 (centres undefined)	-11%	5%
COc1ccc(OCCn2c(C3CC(=O)N(c4ccc(F)cc4)C3)nc3ccccc32)cc1 (centres undefined)	0%	12%
CC(C)(C)c1ccc(C(=O)NCC(c2ccco2)S(=O)(=O)c2ccc(F)cc2)cc1 (centres undefined)	-10%	29%
COC(=O)c1cc(NC(=O)c2cc3sccc3n2Cc2ccc(Cl)cc2)cc(C(=O)OC)c1	-8%	27%
CCc1ccc(C2CC(=O)c3c([nH]c(C(=O)OCCOc4ccccc4)c3C)C2)cc1 (centres undefined)	-9%	2%
COc1ccccc1C(=O)Nc1nnc(SCc2cc(=O)c3cc(Cl)ccc3[nH]2)s1	-18%	37%
Cc1cccc(Cn2c(=O)n(CC3CCC(C(=O)NC(C)C)CC3)c(=O)c3sccc32)c1 (centres undefined)	-7%	-30%
COc1ccc(C2=C(C)C(=O)N(Cc3ccc(C(=O)Nc4cc(C)ccc4C)cc3)S2(=O)=O)cc1	-3%	43%
CCOc1ccc(-c2nnc(SCC(=O)NCCc3ccccc3)nc2-c2ccc(OCC)c(OC)c2)cc1OC	-7%	41%
CCOc1ccccc1NC(=O)N1CCc2c(sc(C)c2CC)C1c1ccccc1 (centres undefined)	-14%	9%
Cc1ccc(CNC(=O)CS(=O)(=O)c2cccc3nsnc23)cc1	-21%	-52%
CSc1nn(Cc2ccc(F)cc2)c(N)c1S(=O)(=O)c1ccc(Cl)cc1	21%	8%
COc1cccc(CNC(=O)c2ccc(CS(=O)Cc3ccc(Cl)cc3)o2)c1 (centres undefined)	-8%	14%
CC(=O)c1ccc(NC(=O)c2cc(S(=O)(=O)N3CCCCCC3)cn2C)cc1	-5%	28%
CN(C)CCN(C(=O)c1ccco1)c1nc2c(F)cc(F)cc2s1	-23%	-24%
Cn1c(=O)c2c(nc(SCC(=O)Nc3ccc(F)c(F)c3)n2Cc2ccccc2F)n(C)c1=O	-11%	6%
COc1ccc(N2CCN(C(=O)c3cc4c(=O)n(Cc5ccco5)ccc4nc3C)CC2)cc1	-30%	32%
COc1cc(NC(=O)CN2CCCN(S(=O)(=O)c3ccc(F)cc3)CC2)cc(OC)c1	-4%	9%
Cc1ccc(-c2cc3c(n2-c2ccc(C)cc2)CC(C)(C)CC3=O)cc1	0%	-8%
CCOCCCNC(=O)C(c1ccc(Cl)cc1)N(Cc1ccc2c(c1)OCO2)C(=O)c1ccccc1O (centres undefined)	6%	-12%
Cc1ccc2c(c1)c1c(c(=O)n(-c3cccc(Cl)c3)c(=O)n1CC(N)=O)n2C	-2%	18%
Cc1cc(NC(=O)c2oc3c(c2C)-c2[nH]ncc2CC3)ccc1Br	-34%	32%
CC1CCCCN1C(=O)CSc1nc(-c2ccccc2)no1 (centres undefined)	-18%	7%
O=C(Nc1ccc(F)cc1F)c1cc2nc(-c3ccco3)cc(C(F)(F)Cl)n2n1	0%	2%

Some of the entries so far, with two lines to a compound:
Results follow in this order: Abeta rescue, FUS yeast rescue
COc1cc(NC(=O)CN2CCCN(S(=O)(=O)c3ccc(F)cc3)CC2)cc(OC)c1
    -4%, 9%
Cc1ccc(-c2cc3c(n2-c2ccc(C)cc2)CC(C)(C)CC3=O)cc1
    0%, -8%

Profiles, quoted from the list.
CSc1nn(Cc2ccc(F)cc2)c(N)c1S(=O)(=O)c1ccc(Cl)cc1 in the list: Abeta rescue = 21%; FUS yeast rescue = 8%
CCc1ccc(C2CC(=O)c3c([nH]c(C(=O)OCCOc4ccccc4)c3C)C2)cc1 (centres undefined) in the list: Abeta rescue = -9%; FUS yeast rescue = 2%

Remaining list, next part:
SMILES	Abeta rescue	FUS yeast rescue
COc1ccc(CCNC(=O)c2ccc3nc(Cc4ccccc4)oc3c2)cc1OC	21%	12%
COc1cc(-c2noc(-c3ccc(N4CCCC4)c([N+](=O)[O-])c3)n2)cc(OC)c1OC	0%	17%
Cc1ccc(N2CC(C(=O)Nc3ccc(Br)cc3)CC2=O)cc1 (centres undefined)	-15%	-11%
COc1ccccc1NC(=O)c1oc2ccccc2c1NC(=O)Cc1cccs1	-16%	-12%
Cc1ccc(-c2c(CN3CCN(c4cccc(C)c4)C(C)C3)csc2C)cc1 (centres undefined)	-4%	3%
CCOc1cc2[nH]c(=O)n(CCCCCC(=O)NC(C)CC)c(=O)c2cc1OCC (centres undefined)	7%	11%
CCOC(=O)N1CCc2c(sc3c2c(=O)n(Cc2ccccc2)c(=O)n3CC(=O)Nc2cccc(CC)c2)C1	8%	7%
Cc1cccc(-n2ncc(C(=O)N3CCN(c4ccc(Cl)cc4)CC3)c2C2CCN(C(=O)OC(C)(C)C)CC2)c1	-12%	13%
O=C(Cn1c(=O)n(Cc2ccco2)c(=O)c2cccnc21)Nc1ccccc1F	-17%	-3%
Cc1cc(C)c(NC(=O)CSc2n[nH]c(-c3ccccc3Cl)n2)c(C)c1	3%	9%
COc1ccc(Nc2oc(/C=C/c3ccc(OC)c(OC)c3)nc2C#N)cc1	-10%	-3%
COc1ccccc1CNC(=O)CCC1N=C2c3ccccc3N=C(SCc3ccc(C)cc3)N2C1=O (centres undefined)	13%	?
Cc1cccc(NC(=O)CSc2nnc(-c3cccs3)o2)c1	-14%	2%
COc1ccccc1CNC(=O)CCCN1C(=O)CCn2nc(-c3cn(C)c4ccccc34)cc21	0%	27%
CCOC(=O)c1cc2c(=O)n3ccccc3nc2n(CC2CCCO2)c1=NC(=O)c1ccc(OCC)cc1 (centres undefined)	1%	15%

Part of the list above in order of length of the SMILES, rising:
SMILES	Abeta rescue	FUS yeast rescue
COc1ccc(Nc2oc(/C=C/c3ccc(OC)c(OC)c3)nc2C#N)cc1	-10%	-3%
O=C(Cn1c(=O)n(Cc2ccco2)c(=O)c2cccnc21)Nc1ccccc1F	-17%	-3%
COc1ccccc1CNC(=O)CCC1N=C2c3ccccc3N=C(SCc3ccc(C)cc3)N2C1=O (centres undefined)	13%	?

The list continues.
SMILES	Abeta rescue	FUS yeast rescue
Cc1ccc2[nH]c(CSc3nnc(NC(=O)c4ccccc4F)s3)cc(=O)c2c1	-5%	-10%
Cc1ccc(Cn2c(=O)n(Cc3ccc(Cl)cc3)c(=O)c3cccnc32)cc1	-5%	2%
CCOc1ccc(CCNC(=O)c2ccc3c(c2)N(Cc2cccc(Cl)c2)C(=O)c2ccccc2S3(=O)=O)cc1OCC	0%	?
NC(=O)c1ccccc1NC(=O)c1ccc(-c2ccc(Br)cc2)o1	-12%	1%
Cc1ccc(COc2ccc(-c3cc(C(F)(F)F)n4nc(C)cc4n3)cc2)cc1	2%	-10%
Cn1c(=O)oc2cc(S(=O)(=O)N3CCC(C(=O)N4CCN(c5cccc(Cl)c5)CC4)CC3)ccc21	-8%	-17%
COc1ccc(-c2cc(C(F)(F)F)nc(SCCC(=O)Nc3c(C)cccc3C)n2)cc1	-8%	-4%
CCOC(=O)c1sc(NC(=O)c2nc(SCC)ncc2Cl)c(C(=O)OCC)c1C	-24%	5%
O=C(NCCc1csc2nc(-c3ccccc3F)nn12)c1ccco1	14%	-12%
CCN(CC)C(=O)c1sc2c(c1C)c(=O)n(-c1ccccc1)c(=O)n2CC(=O)Nc1ccc(C)cc1C	-1%	28%
COc1ccc2c(Sc3ccccc3)c(C(=O)NCCN(C)C)[nH]c2c1	-11%	-6%
CCn1c(SCC(=O)Nc2ccccc2C(=O)OC)nc2ccsc2c1=O	5%	24%
O=C1c2[nH]nc(-c3ccccc3O)c2C(c2ccccc2F)N1Cc1ccncc1 (centres undefined)	-15%	5%
COc1ccccc1NC(=O)CN1C(=O)CSc2ccc(S(=O)(=O)N3CCCC3)cc21	-2%	32%
CC(=O)Nc1ccc(NC(=O)Cn2cc3c(n2)CCCCC3)cc1	-7%	-16%
O=C(Nc1ccc(F)cc1F)c1ccc(-n2cnnc2)cc1	-20%	19%
Cc1ccc(Cl)cc1-n1ncc2c(NCCC3=CCCCC3)ncnc21	-30%[inhibitor]	?
CCC(C(=O)Nc1cccc(Cl)c1C)n1nc(C)c2sc3ccccc3c2c1=O (centres undefined)	6%	-14%
Cc1ccc(OCC(=O)OC2=C(C(=O)c3ccccc3)N(C)S(=O)(=O)c3ccccc32)cc1	-22%	14%
COc1ccc(CNC(=O)CCc2c(C)c3ccc(OC)c(C)c3oc2=O)cc1OC	-10%	-11%
CCOc1ccccc1NC(=O)Cn1ccn(Cc2ccc(C)cc2)c(=O)c1=O	-6%	19%
CCN(CC)C(=O)C1=C(C)Nc2nc3ccccc3n2C1c1ccccc1F (centres undefined)	-9%	-27%
CCOC(=O)c1ccc(NC(=O)c2c(NCc3cccc(OC)c3OC)sc3c2CCC3)cc1	-7%	45%
COc1cccc(NC(=O)CN2C=NS(=O)(=O)c3ccccc32)c1	-13%	-10%
COc1ccc(S(=O)(=O)N2CCN(Cc3ccc4c(c3)OCO4)CC2)cc1C	6%	5%
Cc1oc(-c2ccc(Cl)cc2)nc1CN1CCC(C(=O)NCCCN2CCN(c3cccc(Cl)c3)CC2)CC1	-20%	22%
N#C/C(=C\c1ccc(-c2cc(Cl)ccc2Cl)o1)C(=O)Nc1ccccc1C(=O)O	0%	13%
COc1cccc(CNc2sc3c(c2C(=O)Nc2ccc(OC)cc2OC)CCC3)c1	0%	?
Cc1csc2nc(COc3ccc(NC(=O)C(C)C)cc3)cc(=O)n12	-15%	-18%
O=C(CSc1nccn1Cc1ccc(Cl)cc1)Nc1ccc2c(c1)OCO2	10%	12%
CCc1ccc2oc(-c3cccc(NC(=O)COc4ccccc4Cl)c3)nc2c1	-5%	-8%
CCC(C)NC(=O)Cn1c(=O)ccc2cc(S(=O)(=O)N3CCCC3)ccc21 (centres undefined)	-4%	-17%
O=C(NCc1ccc(Cl)cc1)NC1COc2ccccc2C1 (centres undefined)	-12%	2%
COC(=O)c1ccc(CSc2nnc3ccc4ccccc4n23)cc1	-8%	-3%
CCOc1ccc(Sc2cc(C(=O)NCc3ccccc3Cl)c3ccccc3n2)cc1	0%	1%
CCOC(=O)N1CCc2c(sc(NCc3sccc3C)c2C(=O)Nc2cc(OC)ccc2OC)C1	3%	35%
CCC(C)NC(=O)c1cc2c(Cl)nc3ccc(C)cc3c2s1 (centres undefined)	-4%	-30%
COc1cccc(-c2nn(C)c3sc(C(=O)NCc4ccc(OC)cc4OC)cc23)c1	7%	2%
COc1cc(OC)cc(-c2cc3nc(C)c(CCC(=O)NCCc4cccc(C)c4)c(C)n3n2)c1	-9%	-32%
O=C(Nc1ccc(Br)cc1)c1cc2nc(-c3ccccc3)cc(-c3ccccc3)n2n1	-6%	-4%
CCc1ccc(-n2c(=O)c3cccnc3n2CC(=O)NCc2ccccc2)cc1	-10%	1%
CCOC(=O)c1cccc(NC(=O)c2cc(-c3ccc(Cl)s3)nc3ccccc23)c1	6%	-13%
Cc1ccc(-n2ncc3c(NCc4ccccc4)ncnc32)cc1Cl	-4%	-18%
O=C(NC1CCCCC1)c1ccc2c(c1)N(Cc1ccc(Cl)cc1)C(=O)c1ccccc1S2=O (centres undefined)	4%	?
O=C(Cn1c(=O)n2nc(-c3ccccc3)nc2c2ccccc21)Nc1ccccc1C(F)(F)F	3%	-5%
O=c1oc2c3c(ccc2c2ccccc12)OCN(Cc1ccc(Cl)cc1)C3	-1%	2%
CCC(=O)N1CCc2cc(Br)cc(S(=O)(=O)N3CCCC(C(=O)Nc4ccc(C(C)C)cc4)C3)c21 (centres undefined)	-13%	8.9µM*
CCOc1ccc(S(=O)(=O)c2c(C(=O)c3ccc(CC)cc3)cnc3ccc(C)cc23)cc1	8%	39%

Random excerpt: six entries already listed, in no set order.
SMILES	Abeta rescue	FUS yeast rescue
COc1cccc(-c2nn(C)c3sc(C(=O)NCc4ccc(OC)cc4OC)cc23)c1	7%	2%
CCOC(=O)N1CCc2c(sc(NCc3sccc3C)c2C(=O)Nc2cc(OC)ccc2OC)C1	3%	35%
CCc1ccc2oc(-c3cccc(NC(=O)COc4ccccc4Cl)c3)nc2c1	-5%	-8%
CCc1ccc(-n2c(=O)c3cccnc3n2CC(=O)NCc2ccccc2)cc1	-10%	1%
O=C(NCc1ccc(Cl)cc1)NC1COc2ccccc2C1 (centres undefined)	-12%	2%
Cc1ccc(-n2ncc3c(NCc4ccccc4)ncnc32)cc1Cl	-4%	-18%
